Source: PubChem BioAssay (Sanford-Burnham Center for Chemical Genomics)
mIAP act = mouse IAP activation | activation factor at 10 µM | AID 2805 | 330,000 tested, 0.24% active | muIAP, CDP-Star luminescence, 30 min; hits give high values; 1 = vehicle-only enzyme signal, 0 = enzyme-free wells;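 active = activation factor of at least 2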; note: the source names both 10 and 20 µM as test concentration; values of inactives mirror those of a sister screen read the other way
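Assay system: mouse IAP enzyme; Reagent: CDP-Star chemiluminescent phosphatase substrate; Compound: DMSO-dissolved test compounds; Incubation: 30 min, room temperature; Technique: luminescence from enzymatic CDP-Star hydrolysis; Controls: DMSO-only wells and no-enzyme negative control.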
APOBEC3G inh = inhibitors of human APOBEC3G DNA deaminase. 330,000 tested, 0.28% active. Q9HC16. recombinant A3G, ssDNA deamination FAM/TAMRA fluorescence. AID 493012. inhibition, % at 20 µM;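 active = inhibition of at least 40% at 20 µM, with no more than 30% in the related APOBEC3A deaminase screen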;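 note: plate controls were DMSO wells with A3G for no effect and wells lacking A3G enzyme for full effect; some compounds called inactive have numbers as strong as hits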
Target sequence (Q9HC16 whole entry, looked up): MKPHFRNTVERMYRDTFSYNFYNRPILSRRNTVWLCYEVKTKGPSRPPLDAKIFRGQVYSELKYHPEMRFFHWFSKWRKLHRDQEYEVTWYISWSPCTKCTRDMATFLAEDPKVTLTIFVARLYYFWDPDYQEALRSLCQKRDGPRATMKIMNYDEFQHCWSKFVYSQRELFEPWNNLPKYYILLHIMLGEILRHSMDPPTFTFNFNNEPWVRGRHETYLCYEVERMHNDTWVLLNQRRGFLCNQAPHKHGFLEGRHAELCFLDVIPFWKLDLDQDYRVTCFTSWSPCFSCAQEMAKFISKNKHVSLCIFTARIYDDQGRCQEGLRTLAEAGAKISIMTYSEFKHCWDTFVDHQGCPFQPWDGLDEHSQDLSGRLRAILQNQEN
GRIN3A LBD mod = modulates the human NR3A ligand-binding domain | AID 1259313 | Tm shift relative to glycine control, % at 25 µM | NR3A LBD differential scanning fluorimetry, Tm shift; 0% = protein alone, 100% = glycine-bound protein | 340,000 tested, 2.5% active;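 active = melting temperature shift of at least 10% of the positive control shift, at one fixed dose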
MIN6 prolif = MIN6 beta-cell proliferation induction | proliferation, % at 10 µM | 330,000 tested, 0.29% active | MIN6 cells proliferation, ATPlite luminescence, 48 h; cells starved in 0.2% serum; 100% = growth in 10% serum | AID 2380;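 active = compounds whose signal lies at least 3.5 SD above the mean of all wells on their plate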;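 note: 0% = DMSO-treated cells in low-serum medium and 100% = 10% serum control; some compounds called inactive have numbers as strong as hits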
hIAP activ = increases human intestinal alkaline phosphatase activity | activation factor at 10 µM | purified human IAP, CDP-Star luminescence, 30 min; hits give high values; 1 = vehicle-only enzyme, 0 = enzyme-free background | AID 2524 | 330,000 tested, 0.16% active;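 active = activation factor of the enzyme at least 2-fold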; note: the source names both 10 and 20 µM as test concentration; values of inactives mirror those of a sister screen read the other way
Target sequence (P09923 whole entry, looked up): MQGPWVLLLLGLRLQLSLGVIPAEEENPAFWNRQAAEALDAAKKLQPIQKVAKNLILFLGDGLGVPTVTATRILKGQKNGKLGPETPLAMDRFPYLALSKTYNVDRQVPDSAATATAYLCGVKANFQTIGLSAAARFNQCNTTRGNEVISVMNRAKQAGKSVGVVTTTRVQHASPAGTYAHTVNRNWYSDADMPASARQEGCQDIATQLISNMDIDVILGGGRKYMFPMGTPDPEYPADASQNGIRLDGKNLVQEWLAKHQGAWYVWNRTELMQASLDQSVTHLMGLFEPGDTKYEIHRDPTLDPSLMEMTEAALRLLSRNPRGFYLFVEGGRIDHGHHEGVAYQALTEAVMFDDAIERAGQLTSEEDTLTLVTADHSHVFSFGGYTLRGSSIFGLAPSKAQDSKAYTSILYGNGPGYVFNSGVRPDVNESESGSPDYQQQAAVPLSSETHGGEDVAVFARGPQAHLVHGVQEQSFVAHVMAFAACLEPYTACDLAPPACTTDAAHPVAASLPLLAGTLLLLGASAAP
hIAP block = blocks human intestinal alkaline phosphatase | P09923 | purified IAP, CDP-Star luminescence, 30 min | inhibition, % at 10 µM | 330,000 tested, 0.12% active;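 active = inhibition reaching a set limit with compound at 10 µM in the primary screen, cut at about 35% in these data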;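 note: plate controls were DMSO wells with enzyme for no effect and no-enzyme buffer wells for full effect; values of inactives mirror those of a sister screen read the other way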
mIAP inh = blocks mouse intestinal alkaline phosphatase. purified mouse IAP, CDP-Star luminescence, 30 min. inhibition, % at 10 µM. 330,000 tested, 0.2% active. AID 2806;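 active = inhibition of at least 40% at 10 µM in the primary screen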;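 note: plate controls were DMSO with enzyme for no effect and no enzyme wells for full effect; values of inactives mirror those of a sister screen read the other way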
MPTP inh = blocks calcium-induced mitochondrial swelling | isolated mouse mitochondria, Ca2+ swelling absorbance, 30 min | 360,000 tested, 1.4% active | inhibition, % at 10 µM;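 active = inhibition of 50% or more, scaled per plate between neutral and stimulator controls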;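 note: 0% = DMSO wells given calcium and 100% = 1 mM EGTA wells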
APOBEC3A inh = human APOBEC3A DNA deaminase inhibition | AID 493011 | inhibition, % at 20 µM | 330,000 tested, 0.41% active | recombinant A3A, FAM/TAMRA ssDNA deamination fluorescence | P31941;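 active = at least 40% inhibition at 20 µM here, with at most 30% in a related deaminase screen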;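 note: plate controls were A3A with DMSO for no effect and wells lacking A3A enzyme for full effect; some results filed as inactive read as strong as hits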
Target sequence (P31941 whole entry, looked up): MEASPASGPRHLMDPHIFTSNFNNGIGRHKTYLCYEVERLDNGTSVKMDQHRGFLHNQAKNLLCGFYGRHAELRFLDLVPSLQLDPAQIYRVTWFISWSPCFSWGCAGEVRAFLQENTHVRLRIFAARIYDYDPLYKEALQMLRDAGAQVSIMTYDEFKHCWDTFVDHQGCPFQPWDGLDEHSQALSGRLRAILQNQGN
Active calls of the source: *; . = not tested or not shown.

SMILES	mIAP act	APOBEC3G inh	GRIN3A LBD mod	MIN6 prolif	hIAP activ	hIAP block	mIAP inh	MPTP inh	APOBEC3A inh
CC(C)(C)C1CCc2onc(C(=O)Nc3ccc(F)cc3F)c2C1 (stereo unspecified)	0.965	1.5	-3.6	-2.8	1.02	-2.3	3.5	-0.6	4.9
CCCN1CCN(CCCNC(=O)c2ccc3c(Cl)c4c(nc3c2)CCCC4)CC1	0.961	-1.6	0.1	-7.8	1.12	-12.3	3.9	-1.4	-2.2
O=C(NCCN1CCN(c2cccc(Cl)c2)CC1)c1ccc(CSc2nc3ccncc3[nH]2)cc1	0.96	-4.9	-4.0	-3.3	1.29	-29.3	4.0	42.1	1.3
O=C(O)c1cccc2c1C(=O)N(C1CCCCC1)C2	0.992	-4.3	0.1	-1.7	0.864	13.7	0.8	-1.0	0.5
COc1ccc(NC(=O)CCNS(=O)(=O)c2cccc3nonc23)c(OC)c1	1.01	-6.3	0.5	0.7	0.928	7.2	-1.4	-2.2	0.0
O=C(c1cnn2ccccc12)N1CCc2ccccc21	0.902	-0.5	-1.2	-3.0	0.902	9.8	9.8	-0.6	1.8
Cc1cccc(NC(=O)CN(C2=NC3CS(=O)(=O)CC3S2)c2ccccc2F)c1 (stereo unspecified)	1	-4.5	1.7	3.0	0.785	21.5	0.0	-0.8	-2.1
O=C(CCNC(=O)c1ccc([N+](=O)[O-])cc1)NCCCN1CCCC1=O	0.993	2.5	0.3	1.7	0.906	9.4	0.7	1.7	2.8
Cc1ccc(N2C(=O)C(F)(F)C2c2ccccc2)cc1 (stereo unspecified)	1.05	-7.8	0.2	3.4	1.01	-0.7	-4.7	-0.7	1.6
COc1ccc(C(=O)NNC(=O)C23CC4CC(CC(C4)C2)C3)c(OC)c1	0.965	-5.7	-0.4	0.0	1.13	-13.0	3.5	-0.8	4.0
CCOC(=O)CN1C(=O)CN(c2ccc(C)c(C)c2)C1=O	1.26	-4.4	-4.1	-0.4	1.05	-4.9	-26.5	0.9	1.6
CC(C)Cn1c(N)c(C(=O)COC(=O)c2cc(F)cc(F)c2)c(=O)n(C)c1=O	1.03	-0.8	0.2	-2.0	0.956	4.4	-2.6	0.6	7.1
COCCOC(=O)c1c(C)oc2ccc(OCc3cc(C(=O)OC)oc3C)cc12	0.98	-8.9	-0.7	-1.0	0.707	29.3	2.0	1.2	-4.6
C=C(C(=O)Oc1c(C(C)(C)C)cccc1C(C)(C)C)c1ccccc1	0.969	1.3	-0.8	-6.9	0.951	4.9	3.1	44.3	-0.2
CCOC(=O)C1CCN(S(=O)(=O)c2c(Cl)ccc3nonc23)CC1	0.981	-7.7	.	-6.8	0.905	9.5	1.9	-1.9	1.8
Cc1noc(C)c1COc1ccc(C(=O)N2CC(C)CC(C)C2)cc1 (stereo unspecified)	0.988	-9.6	-0.2	-1.5	0.966	3.4	1.2	-0.9	2.7
CC(=O)c1cccc(OCC(=O)Nc2cc(Cl)ccc2-n2cncn2)c1	0.94	-6.9	-0.8	-0.6	0.995	0.5	6.0	-1.9	-1.6
Cc1nc2c(-c3ccc(F)cc3)c(C)nn2c(C)c1CCC(=O)NCCN1CCOCC1	1.09	-13.4	-0.9	4.2	0.923	7.7	-9.3	-0.4	-2.9
O=C(CNc1ccc(Oc2ccccc2)cc1)N1CCOCC1	1.08	12.0	5.1	3.6	0.902	9.8	-8.5	-4.2	17.2
O=C(Nc1cccc2ccccc12)c1ccccc1	0.934	-5.5	6.3	-1.3	0.954	4.6	6.6	0.3	-1.6
COc1ccc2[nH]c(=O)c(CN(C(=O)c3cccnc3)c3cccc(C)c3)cc2c1	1.02	-6.0	-1.3	0.5	0.95	5.0	-2.4	-0.2	-0.5
S=c1nc[nH]c2c1sc1nc(-c3ccccc3)c3c(c12)CCCC3	0.865	-10.0	12.2*	-6.0	1.07	-7.5	13.5	45.9	-4.8
CNS(=O)(=O)c1cccc(C(=O)NCC2(N3CCCCC3)CCCCC2)c1	0.962	-2.9	-1.6	5.7	0.975	2.5	3.8	-0.6	8.2
Cc1c2c(nc3c(C)cccc13)OC(C)C2 (stereo unspecified)	0.986	16.7	-0.2	0.1	0.868	13.1	1.4	0.0	-1.7
c1ccc(-c2cc(N3CCCCCC3)n[nH]2)cc1	0.953	-5.5	0.1	-3.6	0.912	8.8	4.7	0.0	-1.5
CCCC(c1nnnn1C(C)(C)C)N1CCN(Cc2ccccc2OC)CC1 (stereo unspecified)	1.08	8.9	0.4	-0.3	0.88	12.0	-7.9	-0.8	-4.1
Cc1cccc(C(=O)NCc2nnc(SCC(=O)Nc3nncs3)n2C)c1	1.06	-8.7	-0.9	-0.6	0.964	3.6	-6.4	2.4	-1.7
CCOc1ccc(NC(=O)c2csc3c2CCCC3)cc1	1.25	-9.8	-11.0	-3.9	0.983	1.7	-25.4	2.2	-4.2
c1ccc2c(c1)nc(-c1ccncc1)n1nnnc21	0.984	-3.4	0.3	2.5	1.46	-45.5	1.6	-1.1	-3.4
COC(=O)CSC1=C(C#N)C(=O)NC2(CCCCC2)S1	0.863	-7.2	-0.1	1.0	0.956	4.4	13.7	-0.9	-2.5
COc1cc(-c2nc3ccccn3c2NCC2CCCO2)ccc1O (stereo unspecified)	0.906	-3.2	-1.6	-1.4	0.902	9.8	9.4	-0.1	1.7
COc1ccc(C(=O)NCC(=O)OCn2nnc3ccccc3c2=O)cc1OC	1.14	-10.1	.	1.8	0.962	3.8	-13.7	.	0.2
CN(N)c1nc2ccccc2nc1C(F)(F)F	0.979	-4.9	1.0	-2.3	1.08	-8.3	2.1	-0.6	-0.3
Cc1noc(C)c1COC(=O)CCCc1nc2ccccc2s1	0.917	-0.7	-0.1	1.5	1.07	-6.8	8.3	-0.5	0.3
CC(C)CN(C(=O)COC(=O)CSc1ccccc1)c1c(N)n(Cc2ccccc2)c(=O)[nH]c1=O	0.992	-1.7	-2.7	-1.5	1.03	-2.7	0.8	0.9	-4.2
CCn1c(SCC#N)nc2c(c1=O)C1(CCCC1)Cc1ccccc1-2	0.982	1.1	-5.1	-2.2	0.997	0.3	1.8	6.1	5.5
C#CCNC(=O)C1=C[C@H](c2ccc(C(F)(F)F)cc2)[C@@H](CCCO)[C@H](OCC)O1	1.08	-10.5	5.4	8.0	0.933	6.7	-7.7	0.1	-0.9
CCO[C@@H]1OC(C(=O)N2CCOCC2)=C[C@H](C(C)(C)C)[C@H]1CCCO	0.99	-5.5	0.5	-2.2	0.985	1.5	1.0	-1.7	-0.9
CC1=C(C(=O)Nc2ccccc2)C(c2ccccn2)n2ncnc2N1 (stereo unspecified)	0.986	3.9	3.0	-3.0	0.925	7.5	1.4	-0.7	0.0
O=C(CSc1nc2ccccc2c(=O)[nH]1)c1ccc(O)c(O)c1	0.378	0.2	-6.3	-2.8	0.934	6.6	62.2*	0.3	2.9
CCOC(=O)c1ccc(NC(=O)C2C3C=CC(C3)C2C(=O)O)cc1 (stereo unspecified)	1.06	-7.3	-5.3	0.8	1.01	-1.0	-5.6	-0.5	-0.6
CN(c1c(C#N)c(C(F)(F)F)nn1C)N(S(C)(=O)=O)S(C)(=O)=O	0.959	-1.7	-3.0	4.1	1.05	-4.9	4.1	-0.8	-1.2
CNC(=O)COC(=O)c1ccc([N+](=O)[O-])cc1Cl	0.968	1.2	-1.1	-2.4	1.05	-5.3	3.2	-1.1	-1.4
CC(C)CNS(=O)(=O)c1ccc(C(=O)Nc2ccc3c(c2)OCCO3)cc1	1.02	-4.2	-2.7	-2.5	1.08	-7.6	-2.2	-0.9	-3.4
CC(=O)NC1C(=O)N(CCc2ccccc2)c2ccccc21 (stereo unspecified)	0.954	2.8	-3.0	-1.9	0.972	2.8	4.6	-1.5	4.3
O=C(CS(=O)(=O)Cc1ccccc1)N1CCc2ccccc2C1	1.72	-6.5	1.4	-2.8	0.829	17.1	-72.4	-0.9	-5.2
CCOC(=O)c1c(-c2ccccc2)oc2ccc(O)cc12	1.03	-7.6	-13.2	2.0	0.94	6.0	-2.9	1.4	-5.3
Cc1ccc(C)c(N2CCN(C(=O)COc3cc(=O)n(C)c4ccccc34)CC2)c1	1.03	2.4	-1.3	-2.3	0.994	0.6	-2.8	13.5	4.1
COc1ccc(OC)c(/C=N/NC(=O)C(O)c2ccccc2)c1 (stereo unspecified)	1.06	-7.0	1.6	-0.4	1.14	-13.9	-6.0	-1.0	-2.0
Cc1ccc2nc(-c3cccnc3)cc(C(=O)N3CCN(c4ccc([N+](=O)[O-])cc4)CC3)c2c1	0.937	-3.3	-2.9	1.2	0.939	6.1	6.3	0.6	1.4

Going on with the list.
SMILES	mIAP act	APOBEC3G inh	GRIN3A LBD mod	MIN6 prolif	hIAP activ	hIAP block	mIAP inh	MPTP inh	APOBEC3A inh
CC(=O)N[C@@H](CS)C(=O)O	0.95	-1.4	-5.2	-1.2	0.891	10.9	5.0	3.2	-4.4
CCc1cc2c(=O)c(-c3nc4ccccc4n3C)c(C)oc2c(CN2CCCCC2)c1O	0.959	-2.4	0.3	-4.5	1.03	-3.0	4.1	1.8	1.7
c1ccc(-c2nc(C3CCCCC3)c3sccc3n2)cc1	1.01	-10.1	-5.7	-8.3	1.04	-3.6	-0.7	4.5	-3.8
O=C(N/C(=C/c1ccccc1Cl)C(=O)N1CCCC1)c1ccccc1	1.02	8.1	-0.7	-0.1	1.14	-14.0	-2.1	0.1	-0.1
O=C1NCCN1C(=O)C12CC3CC(CC(C3)C1)C2	0.99	-4.4	-2.9	-1.4	1.03	-3.5	1.0	-0.3	-2.8
O=C(c1ccc2snnc2c1)N1CCN(c2ccccc2)CC1	1.01	-0.7	-1.1	-2.7	0.92	8.0	-1.2	-1.3	-0.9
COC(=O)Nc1ncc(CN2CCCCC2)s1	0.893	-9.0	1.0	-3.6	0.775	22.5	10.7	-3.2	-3.2
CN(C)S(=O)(=O)c1ccc(N2CCCC2)c(C(=O)NCC2COc3ccccc3O2)c1 (stereo unspecified)	0.984	-10.4	-0.3	4.2	0.959	4.1	1.6	0.4	-1.0
Cc1occc1C(=O)Nc1cccc(C(F)(F)F)c1	0.991	3.8	-10.4	-3.8	0.935	6.5	0.9	4.1	3.0
Cc1cc2nc(SCCN3CCCC3)[nH]c2cc1C	1.05	-7.9	0.8	-2.1	1.07	-6.8	-4.9	2.2	-5.3
O=c1cc(-c2ccccc2)nc2nc(SCc3ccccc3)[nH]n12	1	-4.1	-9.9	-4.5	1.13	-13.4	-0.2	7.9	1.2
CCOC(=O)C(O)C1CCc2c([nH]c3ccc(C)cc23)C1=O (stereo unspecified)	0.942	-2.5	2.1	0.7	0.919	8.1	5.8	0.8	-3.4
CCn1c(CC(=O)Nc2ccccc2C)nnc1SCC(=O)Nc1nncs1	0.98	-9.4	-0.9	-0.6	0.915	8.5	2.0	-0.3	-3.5
CC(C)C[C@@H](CO)N(Cc1ccccc1)S(=O)(=O)N(Cc1ccccc1)[C@@H](CO)CC(C)C	0.996	3.5	-3.7	-7.2	0.953	4.7	0.4	20.3	4.9

Already shown: 2 of the compounds above.
SMILES	mIAP act	APOBEC3G inh	GRIN3A LBD mod	MIN6 prolif	hIAP activ	hIAP block	mIAP inh	MPTP inh	APOBEC3A inh
CCn1c(CC(=O)Nc2ccccc2C)nnc1SCC(=O)Nc1nncs1	0.98	-9.4	-0.9	-0.6	0.915	8.5	2.0	-0.3	-3.5
CC(C)C[C@@H](CO)N(Cc1ccccc1)S(=O)(=O)N(Cc1ccccc1)[C@@H](CO)CC(C)C	0.996	3.5	-3.7	-7.2	0.953	4.7	0.4	20.3	4.9
